High-throughput results deposited in PubChem by several laboratories.
SMARCA2 act: activators of SMARCA2 function; MG213 cells, MMTV-luciferase reporter, dexamethasone, overnight; activation, % at 9.1 µM; 370,000 compounds, 1% hits; in the data active = activation above about 7.8%;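 note: 0% = vehicle wells and 100% = reference activator wells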
PLC-gamma1 inh: inhibitors of human phospholipase C gamma1; AID 720700; inhibition, % at 12.2 µM; purified PLC-gamma1, fluorogenic substrate, fluorescence; 370,000 compounds, 0.84% hits; in the data active = inhibition above about 9.5%
Target sequence (P19174 whole entry, looked up): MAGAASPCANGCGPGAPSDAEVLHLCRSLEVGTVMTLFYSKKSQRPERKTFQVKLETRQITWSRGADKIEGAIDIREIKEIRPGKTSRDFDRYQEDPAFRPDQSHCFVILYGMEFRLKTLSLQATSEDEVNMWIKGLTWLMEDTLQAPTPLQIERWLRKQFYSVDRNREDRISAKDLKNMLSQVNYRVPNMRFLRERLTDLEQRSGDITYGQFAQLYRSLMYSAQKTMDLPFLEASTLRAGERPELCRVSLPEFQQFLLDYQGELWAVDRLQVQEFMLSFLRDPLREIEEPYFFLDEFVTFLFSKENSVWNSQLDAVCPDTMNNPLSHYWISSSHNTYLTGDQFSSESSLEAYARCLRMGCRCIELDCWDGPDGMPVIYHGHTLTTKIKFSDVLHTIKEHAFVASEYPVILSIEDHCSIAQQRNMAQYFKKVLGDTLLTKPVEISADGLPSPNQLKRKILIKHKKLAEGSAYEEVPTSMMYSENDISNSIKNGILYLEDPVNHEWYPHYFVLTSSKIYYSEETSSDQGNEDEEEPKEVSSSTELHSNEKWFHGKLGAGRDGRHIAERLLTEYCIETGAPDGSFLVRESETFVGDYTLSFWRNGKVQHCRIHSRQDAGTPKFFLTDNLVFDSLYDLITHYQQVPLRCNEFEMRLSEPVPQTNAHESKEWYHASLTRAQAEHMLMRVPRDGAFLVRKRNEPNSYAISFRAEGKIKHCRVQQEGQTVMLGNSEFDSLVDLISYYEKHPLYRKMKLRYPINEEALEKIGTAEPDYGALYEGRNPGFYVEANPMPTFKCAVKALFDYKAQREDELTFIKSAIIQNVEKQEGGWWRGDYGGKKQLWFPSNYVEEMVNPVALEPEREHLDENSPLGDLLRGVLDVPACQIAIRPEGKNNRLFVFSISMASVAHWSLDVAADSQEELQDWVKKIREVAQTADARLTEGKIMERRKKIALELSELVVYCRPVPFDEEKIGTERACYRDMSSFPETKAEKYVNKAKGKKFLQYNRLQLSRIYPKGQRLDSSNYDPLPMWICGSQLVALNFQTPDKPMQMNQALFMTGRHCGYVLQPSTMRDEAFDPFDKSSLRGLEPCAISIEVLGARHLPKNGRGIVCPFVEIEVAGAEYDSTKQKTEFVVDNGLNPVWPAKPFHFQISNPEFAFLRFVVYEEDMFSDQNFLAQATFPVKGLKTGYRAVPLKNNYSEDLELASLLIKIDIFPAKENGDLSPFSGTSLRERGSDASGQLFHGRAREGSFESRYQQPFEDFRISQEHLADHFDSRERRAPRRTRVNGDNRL
MBD2 inh: inhibitors of human MBD2 binding to methylated oligonucleotide. Q9UBB5. TR-FRET. inhibition, % at 4.4 µM. 370,000 compounds, 0.31% hits. AID 686964; in the data active = inhibition above about 13%
ADAM17 inh: ADAM17 inhibition, QFRET primary screen. P78536. recombinant ADAM17, EDANS/DABCYL FRET peptide cleavage. inhibition, % at 6.95 µM. 370,000 compounds, 0.83% hits;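 active = inhibition above the mean of compounds lying between control limits plus 3 SD, set per campaign, cut at about 8.5% in these data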;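 note: 0% = DMSO-only wells as the low control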
Rev-erbA mod: modulates human Rev-erb alpha binding to DNA; AID 1259318; P20393; Rev-erbα–FITC-DNA binding, fluorescence polarization, 90 min; 370,000 compounds, 0.79% hits; activity, % at 10 µM;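 active = activity above about 14%, limit read from the data; passing the limit was not always enough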;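 note: 0% = DMSO wells with 35 nM protein and 100% = DMSO wells with 750 nM protein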
DAX1 inh-1: inhibitors of DAX1 repression of SF-1 activated StAR promoter; HEK293T StAR-luciferase reporter, SF-1/DAX-1 repression relief; inhibition, % at 6.8 µM; 370,000 compounds, 1.1% hits; AID 652010;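 active = inhibition above the mean over all tested compounds plus 3 SD, cut at about 3.6% in these data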;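 note: 0% = DAX-1 cells with DMSO and 100% = cells lacking DAX-1 with DMSO; higher inhibition means more luminescence from relief of DAX-1 repression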
hcDAF-12 act: H. contortus DAF-12 activation, primary screen; HEK293 hcDAF-12 lit1-tk-luc reporter, luminescence; 0% DMSO, 100% Δ7-dafachronic acid; activation, % at 6.8 µM; 370,000 compounds, 1.4% hits; AID 652067;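 active = activation above the mean of all tested compounds plus 3 SD, cut at about 5.5% in these data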;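 note: 100% = response to 3 µM Δ7-dafachronic acid high control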
ssDAF12 agonist: S. stercoralis DAF-12 activation, primary screen | AID 652126 | activation, % at 6.8 µM | 370,000 compounds, 1% hits | HEK293 ssDAF-12/GRIP1 lit1-tk-luc reporter, luminescence; % of 3 µM dafachronic acid response;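 active = activation above the mean over all tested compounds plus 3 SD, cut at about 0.9% in these data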;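 note: 0% = DMSO-only wells and 100% = 3 µM delta7-dafachronic acid wells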
PLC-beta3 inh: PLC-beta3 (human) inhibition, primary screen | inhibition, % at 12.2 µM | AID 720704 | 370,000 compounds, 0.18% hits | Purified PLC-beta3, fluorogenic substrate, fluorescence; in the data active = inhibition above about 11%;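 note: 0% = median of compound wells on plate and 100% = full blocker control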
hgDAF-12 ag: activates the H. glycines DAF-12 receptor ligand-binding domain; HEK293 GAL4-hgDAF12 UAS-luciferase reporter, agonist luminescence; normalized to butyrate control; activation, % at 6.8 µM; 370,000 compounds, 1.8% hits;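 active = activation above a cutoff set at the mean of all screened compounds plus 3 SD, cut at about 10% in these data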;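 note: 0% = DMSO wells and 100% = sodium butyrate wells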
DAX1 inh-2: inhibits human nuclear receptor DAX1 | P51843 | 340,000 compounds, 0.99% hits | HEK293 Gal4-DAX1 luciferase reporter, luminescence | inhibition, % at 6.75 µM | AID 504766;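 active = inhibition above the mean over all tested compounds plus 3 SD, cut at about 4.2% in these data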;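 note: 0% = DAX1-transfected cells with DMSO and 100% = empty-vector control cells with DMSO; inhibition shows as a rise in luminescence from relieved DAX1 repression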
Numbers without * were called inactive; i = inactive; nt = no result given.

item	SMILES	SMARCA2 act	PLC-gamma1 inh	MBD2 inh	ADAM17 inh	Rev-erbA mod	DAX1 inh-1
1	Cc1ccc(C)c(N2CCN(C(=O)CCc3nc(-c4cccc(Br)c4)no3)CC2)c1	3.9	0.0	-1.4	2.2	1.6	1.1
2	Cc1c(NC(=O)COC(=O)c2cccn2C)c(=O)n(-c2ccccc2)n1C	-1.9	-1.1	-3.1	-2.9	-1.5	0.6
3	Cc1ccc(OCC(=O)Nc2ccncc2)cc1	-1.4	3.1	-3.2	1.8	-3.0	-1.3
4	CCCCc1nn(-c2cc(Cl)ccc2OC)c2c1C(=O)CC(C)(C)C2	-2.7	3.1	1.8	4.4	0.8	-0.6
5	CCOC(=S)SCC(=O)N1CCc2ccccc2C1C1C(=O)CC(C)(C)CC1=O (stereo not drawn)	0.8	-2.1	2.3	-4.4	-4.6	-0.4
6	O=C(NCC(=O)N(Cc1cccs1)C(C(=O)NC1CCCC1)c1cccnc1)c1ccco1 (stereo not drawn)	-4.4	-2.6	0.0	-4.0	-6.8	-0.4
7	CC(=O)c1ccc(OCC(=O)N(C)CC(=O)Nc2ccc(N3CCOCC3)cc2)cc1	-1.2	4.1	2.2	-3.7	2.5	-1.1
8	CCC(=O)Nc1nnc(SCCN2CCOCC2)s1	0.8	1.3	6.8	-0.1	-5.2	0.3
9	CN(C)c1ccc(S(=O)(=O)N2CCCCC2)cc1NC(=O)CN1C(=O)NC2(CCCC2)C1=O	-1.7	1.1	1.5	-0.3	5.0	1.5
10	CCC(=O)N1CCCc2cc(S(=O)(=O)N3CCCc4ccccc43)ccc21	-2.3	2.9	2.3	2.9	1.0	-1.2

item	hcDAF-12 act	ssDAF12 agonist	PLC-beta3 inh	hgDAF-12 ag	DAX1 inh-2
1	0.2	-1.5	-0.3	1.6	-0.3
2	0.6	-0.7	1.1	0.2	4.4*
3	-1.2	-1.5	0.2	-4.6	-2.8
4	-2.5	-1.7	5.5	-0.5	-0.3
5	-0.2	-1.1	-1.3	0.0	-1.0
6	-1.7	-0.9	-1.4	-0.9	0.3
7	-0.4	-1.6	-3.5	-1.4	0.2
8	-1.2	-0.8	2.4	4.5	3.7
9	-0.8	-1.2	-4.3	-0.1	-0.8
10	1.1	-0.9	0.6	-1.1	-0.7

Going on with the list:
item	SMILES	SMARCA2 act	PLC-gamma1 inh	MBD2 inh	ADAM17 inh	Rev-erbA mod	DAX1 inh-1
11	COc1cc(C)c(-c2[nH]ncc2-c2csc(C)n2)c(O)c1	0.7	-2.4	-2.8	-1.1	0.0	0.3
12	Cc1ccccc1COc1ccc(/C=N/NC(=O)c2nnn(-c3nonc3N)c2CN2CCC(C)CC2)cc1	1.1	0.3	-1.5	-1.0	7.1	0.1
13	CC1CCCCC1NC(=O)C1CC=CCC1C(=O)O (stereo not drawn)	-2.3	2.5	-1.6	-0.9	-5.0	-0.2
14	CCCCN(C)C(=O)c1nc2ccccn2c1CN1CCN(c2ccccn2)CC1	-1.0	-3.0	-2.6	-2.2	-2.1	-0.4
15	CCOC(=O)c1c(C)[nH]c(C2=NNC(=Nc3ccccc3)SC2)c1C	1.1	-10.2	2.3	-2.1	4.7	-0.5
16	N#CCCN(C(=O)Nc1ccccc1)C1CCCCC1	-0.4	2.0	1.9	-2.4	-4.3	0.5
17	COc1cc2c(cc1OC)C(C1C(=O)CC(C)(C)CC1=O)N(C(=O)CCl)CC2 (stereo not drawn)	0.3	i	-2.9	-152.8	2.0	-1.1
18	Cc1cccc(OCCOCCN2CCNCC2)c1C	-2.0	1.1	0.2	0.8	1.3	-0.6
19	COc1cccc(N2CCN(C(=O)c3cccc(NC(=O)C4=C(C)OCCS4)c3)CC2)c1	-6.0	1.9	4.5	-0.6	-4.2	-0.9
20	NC(=O)c1ccc(NC(=O)CSc2nnc(C3CCCCC3)n2N)cc1	-0.5	0.7	-4.2	-1.4	-7.7	0.5

item	hcDAF-12 act	ssDAF12 agonist	PLC-beta3 inh	hgDAF-12 ag	DAX1 inh-2
11	-2.2	0.0	2.5	0.7	-1.0
12	2.2	-1.2	0.8	5.8	-0.5
13	-1.6	-1.4	2.1	1.3	1.3
14	0.5	-0.9	-0.4	1.6	-1.0
15	1.7	-1.7	-7.0	1.6	0.9
16	-1.0	-1.1	-0.3	0.0	-0.5
17	-0.1	-2.0	i	-1.8	0.2
18	-1.9	-1.6	2.0	-0.1	-0.7
19	-2.0	-0.9	0.1	-4.3	0.2
20	2.7	-1.7	-4.6	-1.2	0.8

(more compounds)
item	SMILES	SMARCA2 act	PLC-gamma1 inh	MBD2 inh	ADAM17 inh	Rev-erbA mod	DAX1 inh-1
21	COc1cc2c(cc1OC)C(C)N(S(=O)(=O)c1ccc(Cl)nc1)CC2 (stereo not drawn)	-2.3	-2.6	3.0	-1.2	1.2	0.2
22	CCn1cc(C(=O)NCCc2ccc(Cl)cc2)c(=O)c2ccc(C)nc21	-2.2	0.7	-0.5	-4.2	29.1*	-0.4
23	OC1(c2cccs2)CN(c2ccccc2)C2=[N+]1CCCC2 (stereo not drawn)	1.1	1.4	-0.8	-2.1	-7.0	1.2
24	Cc1ccc(NC(=S)N2CCN(S(=O)(=O)c3ccccc3)CC2)cc1	-2.5	3.9	-6.0	-0.8	1.7	0.9
25	C=CCSC1=C(C#N)C(c2cccc(OC)c2)CC(=O)N1 (stereo not drawn)	-0.3	-0.2	-3.6	-1.1	-4.1	0.0
26	Cc1cc(C)c2c(CN3CCCC3)cc(=O)oc2c1	-4.5	-1.0	1.8	-1.6	-2.3	-0.4
27	CCN(C(=S)NC(=O)c1ccco1)c1cccc2ccccc12	1.6	-28.8	-9.6	-14.0	5.0	-3.5
28	CCn1cc(C(=O)NCc2ccc3c(c2)OCO3)c(=O)c2cc(F)c(N3CCN(C(=O)c4ccco4)CC3)cc21	-1.4	-57.1	-0.9	-37.7	1.4	-2.6
29	Cc1cc(C)c(NC(=O)COC(=O)c2ccc([N+](=O)[O-])s2)c(C)c1	4.1	3.3	-4.2	-0.7	4.3	-0.1
30	Cc1ccccc1N1CCN(CCCOc2ccc3c(C)cc(=O)oc3c2)CC1	-5.3	-12.6	8.2	-42.9	0.9	-0.6

item	hcDAF-12 act	ssDAF12 agonist	PLC-beta3 inh	hgDAF-12 ag	DAX1 inh-2
21	0.2	-1.2	-9.2	1.3	0.0
22	0.9	-0.9	-1.7	1.9	-0.8
23	0.5	-1.2	-3.1	2.2	0.2
24	-0.5	-1.1	-3.1	0.9	0.5
25	-2.2	-1.6	0.1	0.0	-1.0
26	0.7	-1.1	-4.4	-0.7	nt
27	1.6	-0.9	-50.9	-0.6	-0.7
28	-4.2	-2.4	-69.8	0.2	-1.6
29	-0.8	-1.0	3.1	-0.1	-1.9
30	-0.7	-1.2	-17.4	0.6	-1.4

Other results
item	SMILES	SMARCA2 act	PLC-gamma1 inh	MBD2 inh	ADAM17 inh	Rev-erbA mod	DAX1 inh-1
31	O=C(Cc1ccc(F)cc1)NC1CCCC1	0.7	0.4	1.1	-1.5	-0.3	-0.1
32	COc1ccc(OC)c(Nc2cc(C)nc3nc(C)nn23)c1	1.1	-1.1	-0.8	-1.2	0.2	-1.3
33	Cc1ccc(C(=O)OCC(=O)Nc2cc(Cl)ccc2C#N)o1	-2.0	1.1	-4.3	-0.1	2.1	-1.0
34	N/C(=N\OC(=O)COc1ccc(Br)cc1Cl)c1cccnc1	0.2	0.7	3.1	-1.5	3.0	-0.2
35	COc1cccc(NC(=O)CN2C(=O)COc3ccc(S(=O)(=O)N4CCCCCC4)cc32)c1	-1.4	1.8	3.0	-2.0	-6.9	0.1
36	O=C(COc1cccc(F)c1)NNC(=O)Cc1ccc(S(=O)(=O)N2CCOCC2)s1	-2.7	1.6	0.7	0.7	-6.2	2.3
37	NC(=O)c1cc(-c2ccccc2)sc1NC(=O)CN1CCCCC1	-2.6	-4.2	-1.3	-0.8	5.1	-0.7
38	OC[C@@H]1CN(Cc2ccco2)C[C@H](n2cnc3c(NCc4ccncc4)ncnc32)O1	-0.9	-4.7	-0.7	-5.2	-7.6	0.3
39	CC(C(=O)c1c[nH]c(C(=O)N=CN(C)C)c1)c1ncc(C(F)(F)F)cc1Cl (stereo not drawn)	1.9	0.9	1.5	-1.1	-4.4	0.5
40	COc1ccccc1C(=O)Nc1ccc(Br)c2cccnc12	5.9	-1.8	2.7	-2.4	-0.5	0.4
41	Cc1ncc([N+](=O)[O-])n1CC(=O)Nc1ccc(F)c(F)c1	-2.1	2.3	-4.4	-2.3	1.8	-0.2

item	hcDAF-12 act	ssDAF12 agonist	PLC-beta3 inh	hgDAF-12 ag	DAX1 inh-2
31	-2.5	-0.9	1.6	0.0	0.8
32	-2.9	-1.0	1.8	1.8	1.1
33	1.7	-1.3	2.8	1.4	0.9
34	2.2	-0.9	1.9	11.6*	0.9
35	2.9	-1.0	-7.2	-1.7	-0.3
36	-0.6	-0.3	-6.6	1.9	0.8
37	-1.7	-1.4	-1.2	-1.1	-1.9
38	1.0	-1.0	-5.5	4.6	nt
39	-0.4	-1.5	5.8	8.3	0.0
40	-1.7	-1.0	-4.7	1.6	-0.3
41	0.3	-1.4	-3.8	-1.9	-1.2

Structures listed so far marked active in DAX1 inh-2:
nr	Structure	SMARCA2 act	PLC-gamma1 inh	MBD2 inh	ADAM17 inh	Rev-erbA mod	DAX1 inh-1	hcDAF-12 act	ssDAF12 agonist	PLC-beta3 inh	DAX1 inh-2
2	Cc1c(NC(=O)COC(=O)c2cccn2C)c(=O)n(-c2ccccc2)n1C	-1.9	-1.1	-3.1	-2.9	-1.5	0.6	0.6	-0.7	1.1	4.4*

Ordered by formula weight (smallest number first): part of the list above.
item	SMILES	SMARCA2 act	PLC-gamma1 inh	MBD2 inh	ADAM17 inh	Rev-erbA mod	DAX1 inh-1
31	O=C(Cc1ccc(F)cc1)NC1CCCC1	0.7	0.4	1.1	-1.5	-0.3	-0.1
39	CC(C(=O)c1c[nH]c(C(=O)N=CN(C)C)c1)c1ncc(C(F)(F)F)cc1Cl (stereo not drawn)	1.9	0.9	1.5	-1.1	-4.4	0.5
35	COc1cccc(NC(=O)CN2C(=O)COc3ccc(S(=O)(=O)N4CCCCCC4)cc32)c1	-1.4	1.8	3.0	-2.0	-6.9	0.1

item	hcDAF-12 act	ssDAF12 agonist	PLC-beta3 inh	hgDAF-12 ag	DAX1 inh-2
31	-2.5	-0.9	1.6	0.0	0.8
39	-0.4	-1.5	5.8	8.3	0.0
35	2.9	-1.0	-7.2	-1.7	-0.3

Rows are unselected; 7.4% or so of the library scored in one or more.
